High-throughput results: PubChem, National Center for Advancing Translational Sciences (NCATS)
HT1080 IDH1KD tx = toxicity to HT-1080 IDH1 knockdown cells (counter line). HT-1080 IDH1 knockdown viability, ATP luminescence, 48 h. hit rate 2% among 360,000. Potency, µM (doses to about 46.1 µM), for inactives: at the highest dose activity, negative = toxicity, hits mostly cytotoxic. AID 686971;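 note: potency is the fitted concentration of half-maximal effect; 0% = DMSO wells and -100% = cell-free medium wells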
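Using the IDH1-knockdown HT-1080 line run in the same batch and compound series as the NT line, viability after 48 h at 37 °C was determined by CellTiter-Glo luminescence and expressed as % activity.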
D3 antag = blocks the human D3 dopamine receptor | P35462 | D3R cells, DiscoveRx beta-arrestin luminescence, antagonist mode; hits give low values | max response, negative = inhibition, % | hit rate 2.5% among 360,000 | AID 652054; in the data active = max response below about -50%; inconclusive = no clear call, values can overlap the other calls; note: % is set by controls: 0 for no effect and ±100 for the full control effect; mostly tested at two doses, the higher about 12 µM
Target sequence (P35462 whole entry, looked up): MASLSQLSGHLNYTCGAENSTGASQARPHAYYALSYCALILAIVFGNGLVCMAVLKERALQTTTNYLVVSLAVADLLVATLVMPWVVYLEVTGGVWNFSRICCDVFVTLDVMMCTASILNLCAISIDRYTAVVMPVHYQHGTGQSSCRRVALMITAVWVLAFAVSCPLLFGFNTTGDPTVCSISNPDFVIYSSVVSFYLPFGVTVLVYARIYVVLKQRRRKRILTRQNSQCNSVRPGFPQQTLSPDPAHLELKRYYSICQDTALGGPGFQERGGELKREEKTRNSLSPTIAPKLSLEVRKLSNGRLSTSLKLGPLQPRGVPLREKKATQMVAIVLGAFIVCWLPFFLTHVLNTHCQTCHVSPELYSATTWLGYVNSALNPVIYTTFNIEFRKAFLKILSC
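Cells expressing the human receptor were seeded at 1500 cells/well, incubated overnight at 37 degrees C in 5% CO2, then exposed to library compounds with dopamine controls for 90 minutes at 37 degrees C before luminescent detection.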
SW480 rereplic = DNA re-replication induction in SW480 cells | SW480 DNA re-replication, Hoechst DNA content imaging, 48 h | Potency, µM (doses to about 46.1 µM), for inactives: top-dose re-replication activation, most hits filed as activators | hit rate 1.8% among 340,000 | AID 624297; note: potency is the fitted concentration of half-maximal effect; % of control where 0% means no effect; nearly all actives have a fitted effect of over 55% in size
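First, 250 cells per well were seeded. Next, compound or vehicle (23 nL) was pinned in, plates sat 48 hr at 37 C. Finally Hoechst was added for 40 min before fluorescence scanning.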
IL1B secr inh = inhibitors of inflammasome signaling (IL-1 beta secretion). THP-1 LPS/ATP IL-1B secretion, AlphaLISA, 16 h; hits give low values. activity change, % at 57.5 µM. hit rate 4.7% among 360,000. AID 743279; in the data active = activity change below about -50%; inconclusive = mostly about -30% to -49%; note: % is set by controls: 0 for no effect and ±100 for the full control effect
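THP-1 cells pretreated 1 hr with compounds (up to 57.5 uM final), then stimulated with LPS (250 ng/mL final) plus ATP (1.25 mM final); secreted IL-1B measured by AlphaLISA after 16 hr, decreased signal indicating inhibition.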
KB-V1 cytotox = kills drug-selected multidrug resistant KB-V1 cells. hit rate 3.4% among 400,000. KB-V1 MDR cells viability, CellTiter-Glo, 72 h. AID 1347076. Potency, µM (series often up to 46.1 µM), without a hit: at the highest dose activity change, negative = cytotoxicity, actives largely listed as cytotoxic; note: potency is the fitted concentration of half-maximal effect; % is set by controls: 0 for no effect and ±100 for the full control effect; nearly all actives have a fitted effect of over 60% in size
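Drug-selected KB-V1 cells, grown in DMEM lacking phenol red with 10% FBS, receive compound titrations; after three days at 37 degrees C, surviving cell ATP is quantified by CellTiter-Glo luminescence and responses normalized and curve-fitted.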
D3 ag = agonists of human D3 dopamine receptor. P35462. D3R DiscoveRx beta-arrestin cells, luminescence, 90 min. max activation, %. hit rate 0.58% among 410,000. AID 652048; in the data active = max activation above about 30%; note: 0% is about no effect; mostly tested at two doses, the higher about 12 µM
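Agonist mode: compounds and dopamine controls were applied to plated cells for 90 min at 37 degrees C after an overnight attachment at 1500 cells/well. Luminescent read-out followed 30 - 60 minutes at room temperature with DiscoveRx detection reagent.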
KB-3-1 tox = KB-3-1 parental cell cytotoxicity | KB-3-1 viability, CellTiter-Glo ATP luminescence, 72 h | Potency, µM (top dose mostly 46.1 µM), for the others: top-dose activity change, negative = cytotoxic, usual class: cytotoxic | hit rate 1.4% among 400,000; note: potency is the fitted concentration of half-maximal effect; % is set by controls: 0 for no effect and ±100 for the full control effect; nearly all actives have a fitted effect of over 60% in size
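Screening of KB-3-1 cells (DMEM, 10% FBS, phenol-red free) ran from lowest to highest compound concentration; after 72 h at 37 °C viability was read luminescently and curves fitted.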
HT1080NT lethal = kills 2HG-producing HT-1080-NT fibrosarcoma cells. HT-1080-NT fibrosarcoma viability, CellTiter-Glo ATP luminescence, 48 h. hit rate 1.6% among 360,000. Potency, µM (titrated, usually from 46.1 µM), inactives show top-dose activity, negative = less viability, most hits filed as cytotoxic;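 note: NT is the 2HG producing partner of a matched IDH1 knockdown line; potency is the fitted concentration of half-maximal effect; 0% = DMSO-treated cells and -100% = media-only wells without cells; nearly all actives have a fitted effect of over 55% in size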
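Viability of the 2HG-overproducing fibrosarcoma line after 48 hours of compound exposure at 37 degrees C was determined by luminescence with CellTiter-Glo, and concentration-effect curves were then fitted and categorized.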
GLP1R ag = activates the human GLP-1 receptor; P43220; HEK293 GLP-1R CRE-luciferase, luminescence, 4-6 h; cells express a hypersensitive GLP-1R form; Potency, µM (highest dose often 45.6 µM), without a hit: at the top dose activation, hits mostly activators; hit rate 0.007% among 380,000; AID 624172; note: potency is the fitted concentration of half-maximal effect; % of control where 0% means no effect
Target sequence (P43220 whole entry, looked up): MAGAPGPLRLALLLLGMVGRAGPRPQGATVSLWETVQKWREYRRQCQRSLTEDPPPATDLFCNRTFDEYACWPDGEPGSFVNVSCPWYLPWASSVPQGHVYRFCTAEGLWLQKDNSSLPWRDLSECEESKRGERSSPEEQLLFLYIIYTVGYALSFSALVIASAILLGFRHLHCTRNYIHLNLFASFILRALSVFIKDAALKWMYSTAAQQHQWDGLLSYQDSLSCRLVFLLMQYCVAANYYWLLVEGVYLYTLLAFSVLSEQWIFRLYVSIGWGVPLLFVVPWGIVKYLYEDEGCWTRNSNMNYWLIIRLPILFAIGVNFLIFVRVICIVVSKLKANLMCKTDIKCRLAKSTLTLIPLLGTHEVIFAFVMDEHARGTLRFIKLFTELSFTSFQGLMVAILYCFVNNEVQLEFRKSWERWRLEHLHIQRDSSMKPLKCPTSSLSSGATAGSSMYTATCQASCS
* = called active by the depositor; ? = inconclusive; · = no result given; [ ] = dose if it differs, or a comment. Unless noted, calls come from the whole dose curve; as a rule, active = well fitted curve in the direction sought with a large enough effect; inconclusive = small, poorly fitted or top-dose-only effect, or another doubt; inactive = no such curve, though single readings can be large; an effect the other way counts as inactive or inconclusive.

mol,HT1080 IDH1KD tx,D3 antag,SW480 rereplic,IL1B secr inh,KB-V1 cytotox,D3 ag,KB-3-1 tox,HT1080NT lethal,GLP1R ag
NC(=O)CSc1nnc(-c2ccncc2)o1,1.8%,-12.6,-0.3%,0.0,23.1%,-6.6,19.0%,-5.8%,7.7%
CC1(C(=O)NCc2ccccc2)CSCC(=O)N1CCCn1ccnc1 (centres undefined),2.2%,11.4,·,-4.0,-1.6%,-5.3,-7.3%,13.7%,·
O=C(NC1CC1)c1sc2cc(F)ccc2c1Cl,-1.1%,17.4,-1.7%,8.3,-23.3%,1.9,0.0%,17.0%,0.6%
CCCCSc1nc2c(cc1C#N)CCC2,-1.9%,5.5,-7.7%,10.6,22.7%,13.3,-0.4%,-0.5%,0.2%
Cc1ccc(CCN2CC(C(=O)NCCN3CCOCC3)CC2=O)cc1 (centres undefined),19.6%,0.0,-2.7%[9.22 µM],-1.1,4.7%,-6.4,-3.6%,10.0%,5.3%
Cc1ccc(S(=O)(=O)N(C)c2ccc(OC(=O)c3cccs3)cc2)cc1C,0.0%,14.5,-7.6%,4.2,9.5%,0.5,-0.7%,4.9%,5.1%
CCc1cc(=O)[nH]c(SCc2cccc3ccccc23)n1,0.0%,1.8,5.6%,10.7,17.5%,2.1,-1.5%,-21.4%,-2.1%
CCC(NC(=O)Cc1cccs1)c1ccccc1 (centres undefined),-2.4%,-4.9,-4.6%,34.1,-2.9%,-3.9,14.8%,7.6%,-7.1%
COc1ccc(C(=O)Nc2ccccc2C(=O)O)cc1Cl,-7.9%,12.1,-6.3%,26.6,3.0%,1.5,-13.8%,-5.2%,-0.4%
O=c1sc2ccccc2c(N2CCCCC2)c1[N+](=O)[O-],12.5%,-21.5,-21.3%,2.8,?,5.3,16.8%,3.2%,-2.8%
Cc1ccc(-c2noc(CNc3ccccc3)n2)cc1,1.2%,-24.8,-3.3%,-8.0,6.6%,1.6,-7.9%,5.1%,14.2%
CCCOc1ccc(NC(=O)c2c(-c3ccccc3)noc2C)cc1,-5.4%,0.0,2.2%,-3.6,-2.9%,-6.6,2.3%,0.0%,6.6%
O=S(=O)(CS(=O)(=O)c1ccc(Cl)cc1)c1ccc(Cl)cc1,-26.9%,6.8,-15.2%,·,-21.5%,-1.8,1.9%,-29.3%,7.1%
COc1ccc2ccc(OCC(=O)Nc3cc(C)on3)cc2c1,16.5%,6.4,-18.0%,-14.0,-10.9%,6.5,-4.9%,9.8%[9.24 µM],-5.7%
Nc1c(C(=O)NCCc2ccccc2)nnn1Cc1ccc(Cl)cc1,-2.9%,22.6,-2.8%,8.3,5.8%,-0.1,15.8%,2.0%,2.3%
CC(=O)N1c2ccc(F)c(F)c2C[C@H]1C,9.4%,20.4,-2.4%,25.0,0.0%,2.8,11.2%,11.6%,0.8%
C(/C=C/c1ccccn1)=C\c1ccccc1,9.9%,-11.5,-3.5%,11.1,?,2.0,-6.1%,-0.4%,-6.1%
CCNC(=O)CCc1nc(-c2ccc(C(C)(C)C)cc2)no1,?,28.2,-3.2%,-3.3,-14.0%,3.8,-15.2%,-13.2%,2.9%
O=C(COC(=O)c1ccc(Br)o1)NCc1ccc(F)cc1,9.0%,4.0,-17.6%,10.4,32.2%,0.6,4.1%,7.5%[9.24 µM],1.7%
CC(C)[C@@H](C(=O)NC1CCCC1)N1C(=O)N2CCc3c([nH]c4ccccc34)[C@@]2(C)C1=O,2.1%,?,22.0%,1.7,-8.6%,-25.6,-0.4%,-1.7%,?

(continued)
Below each compound: HT1080 IDH1KD tx	D3 antag	SW480 rereplic	IL1B secr inh	KB-V1 cytotox	D3 ag	KB-3-1 tox	HT1080NT lethal	GLP1R ag
N#CCCN(Cc1cccs1)C(=O)Nc1ccc(F)cc1
→ 0.2%	7.9	-3.9%	-7.4	1.6%	0.4	2.6%	-16.0%	0.4%
COc1ccc(C(=O)CN2C(=O)c3ccccc3S2(=O)=O)cc1
→ 2.8%	1.6	-10.0%	-6.6	-5.5%	0.0	-3.9%	26.8%	-8.0%
COCC(=O)n1nc(-c2ccccc2)nc1NCc1cccs1
→ ?	0.6	-6.0%	-26.9	-1.7%	-2.7	?	6.3%	0.4%
NC(Cc1ccccc1)c1csc(Nc2ccc(C(=O)NCCCO)cn2)n1 (centres undefined)
→ 15.3%	10.4	·	-4.2	10.0%	4.3	-13.7%	-4.5%	-2.7%
Cc1cc(=O)[nH]c(N/N=C/C2=C(N3CCOCC3)C(=C\c3ccc(Cl)cc3)/CC2)n1
→ -27.5%	9.3	0.6%	14.5	?	0.7	1.5%	-27.5%	3.4%
Cc1ccccc1-c1nnn(Cc2ccc(-c3nn[nH]n3)cc2)n1
→ -1.5%	0.4	-3.1%	64.7	-0.5%	5.1	5.2%	-21.6%	7.7%
COc1ccc(Cl)cc1NS(=O)(=O)N1CCOCC1
→ 8.0%	-3.1	-7.6%	8.1	-2.3%	-1.4	5.0%	12.2%	1.6%
CN(CC(=O)Nc1ccccc1Cl)C(=O)CSc1nnc(-c2ccco2)o1
→ 9.0%	-11.7	?	4.9	-6.0%	5.7	8.4%	3.7%	11.4%
Cc1ccccc1NC(=O)CCC(=O)N/N=C/c1ccc(F)cc1
→ 10.0%	-0.1	2.9%	9.1	-25.4%	-5.3	-1.4%	18.8%	-2.4%
COc1ccc(N2C(=O)C(CC(=O)Nc3ccc(Cl)cc3)N(NC(=O)c3cccc(F)c3)C2=S)cc1 (centres undefined)
→ -2.9%	-11.0	-11.3%	-5.9	0.0%	0.6	0.2%	0.7%	-1.4%
CC1CCN(c2ccc(-c3ccc(NC(=O)c4ccco4)cc3)nn2)CC1
→ 1.6%	17.8	?	-0.7	8.4%	2.1	15.2%	14.7%	0.7%
COc1ccc(-c2cc(C(=O)N3CCOCC3)no2)cc1OC
→ 13.3%	-18.2	-3.6%	-2.9	-2.6%	-2.8	-8.9%	6.9%	7.4%
C/C=C/c1ccc(OCCCNC(C)CC)c(OC)c1 (centres undefined)
→ 8.7%	?	-0.1%	?	14.5%	-4.8	8.0%	0.9%	-3.6%
Cc1ccc(C(=O)OCC(=O)NCc2cccc(Cl)c2)cc1S(=O)(=O)N1CCCCC1
→ -21.3%	-15.7	12.7%	-19.1	?	-17.0	?	-15.3%	7.0%
COc1ccc(/C=C/C(=O)NNc2c(F)c(F)cc(F)c2F)cc1OC
→ -19.3%	0.0	?	10.1	5.3%	-3.4	-3.4%	-16.1%	12.6%
COc1ccc(S(=O)(=O)N2CCCCC2)cc1NC(=O)c1ccc(Cl)nc1
→ 1.9%	24.8	-10.2%	-2.9	·	0.9	·	0.0%	-2.6%
COC(=O)c1sc(NC(=O)c2cnccn2)c(C(=O)OC)c1C
→ -13.0%	0.7	-1.6%	-8.7	0.0%	1.2	7.8%	-12.4%	13.1%
CCc1nc(SCC(=O)NNC(=O)c2ccc(C)cc2)c2ccccc2n1
→ -0.1%	-0.4	-6.3%	-0.6	-5.1%	0.3	0.3%	1.9%	12.3%
Cc1ccc(O)c(CNc2cccc(C)n2)c1
→ -28.0%	15.7	-2.7%	-15.0	-22.6%	1.0	4.5%	0.2%	3.1%
COCCN1C(=O)C(=O)/C(=C(/O)c2cccc(OC)c2)C1c1ccco1 (centres undefined)
→ 11.8%	3.6	-1.3%	-3.2	17.2%	6.3	0.7%	13.0%	3.0%

Following part
Below each compound: HT1080 IDH1KD tx	D3 antag	SW480 rereplic	IL1B secr inh	KB-V1 cytotox	D3 ag	KB-3-1 tox	HT1080NT lethal	GLP1R ag
CCOC(=O)c1nn(-c2ccc(C)cc2)c(=O)cc1OCC(=O)Nc1cccc(C)c1
→ -9.4%	-3.4	-9.4%	-4.1	-7.9%	-8.0	1.1%	1.0%	3.3%
O=C(Nc1cccc(C(=O)N2CCCCC2)c1)C1CC1
→ 18.9%	23.5	-14.5%[9.22 µM]	3.5	23.6%	15.4	10.4%	10.1%	7.2%
NC(=S)N/N=C/c1ccc2cccc(OCc3ccccc3)c2n1
→ -9.5%	-10.9	13.6%	-7.4	-44.5%	-6.2	-21.7%	-18.2%	29.8%
Cc1cc(CNC(=O)c2cccc3c2C(=O)c2ccc(-c4ccc(F)cc4OCc4ccccc4)cc2S3(=O)=O)c(C(F)(F)F)o1
→ -14.2%	-9.3	2.5%	16.8	-4.1%	4.6	4.7%	-9.8%	-5.3%
CC12CC(c3ccccc3O1)N(C(=O)c1ccc(Br)o1)C(=O)N2c1ccccc1 (centres undefined)
→ 9.8%	-5.5	0.2%	9.8	?	-3.8	0.9%	26.0%	-4.7%
O=[N+]([O-])c1ccccc1C=NN1CCCCCC1
→ -8.9%	-1.0	3.1%	-16.4	-12.5%	-6.1	0.0%	-3.1%	-8.7%
C/C(=N/NC(=O)c1nnn(-c2nonc2N)c1-c1ccccc1)c1ccncc1
→ ?	-3.7	-7.9%	17.7	30.6%	0.0	?	-20.1%	9.7%

Single entries from the results shown:
HT1080 IDH1KD tx result of NC(=S)N/N=C/c1ccc2cccc(OCc3ccccc3)c2n1 stands at -9.5%
D3 ag result of O=[N+]([O-])c1ccccc1C=NN1CCCCCC1 stands at -6.1
IL1B secr inh result of O=C(Nc1cccc(C(=O)N2CCCCC2)c1)C1CC1 stands at 3.5
